HSF1 inh: HSF1 inhibitors in luciferase reporter cells, primary screen, cell-based, NIH3T3, luminescence; NIH3T3-HGL HSE-luciferase, MG132-induced, luminescence 8 h; active compounds read low; activity change, negative = inhibition, % at 7.5 µM (by protocol); 300,000 compounds, 0.77% hits;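 active = more than half of replicate wells show activity change below -50%, luminescence cut by over half; inconclusive = some wells, but at most half, below -50%; inactive = no replicate well below -50%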;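 also: luciferase reports HSF-1 transcriptional activity via heat shock element; 0% = median of DMSO wells and -100% = zero luminescence signal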
Platelet DG rel: inhibitors of platelet dense granule secretion, primary screen, cell-based, MLPCN, human platelets | human platelet-rich plasma, SFLLRN dense granule ATP release, luminescence | inhibition, %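 (compounds screened at 7.5 µM in platelet-rich plasma)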 | 300,000 compounds, 0.22% hits;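 active = mean replicate score, as percent of positive control, at or above 50; inconclusive = mean below 50 but at least one replicate at or above 50; inactive = mean and every replicate below 50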
GSK3B inh: human GSK3beta kinase inhibitors, primary screen, biochemical, cell-free homogeneous, HTS; Glycogen synthase kinase-3 beta (Homo sapiens), P49841; GST-GSK3beta kinase, ADP-Glo luminescence, 60 min; active compounds read low; activity score (negative = inhibition), % at 10 µM; 300,000 compounds, 0.038% hits; AID 2097, 2009;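 active = more than half of replicate wells score below -50%, meaning over 50% inhibition versus plate controls; inconclusive = some replicates but at most half score below -50%; inactive = no replicate scores below -50%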;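 also: 0% = median DMSO wells and -100% = median GW8510 positive control wells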
Target sequence (P49841 whole entry, looked up): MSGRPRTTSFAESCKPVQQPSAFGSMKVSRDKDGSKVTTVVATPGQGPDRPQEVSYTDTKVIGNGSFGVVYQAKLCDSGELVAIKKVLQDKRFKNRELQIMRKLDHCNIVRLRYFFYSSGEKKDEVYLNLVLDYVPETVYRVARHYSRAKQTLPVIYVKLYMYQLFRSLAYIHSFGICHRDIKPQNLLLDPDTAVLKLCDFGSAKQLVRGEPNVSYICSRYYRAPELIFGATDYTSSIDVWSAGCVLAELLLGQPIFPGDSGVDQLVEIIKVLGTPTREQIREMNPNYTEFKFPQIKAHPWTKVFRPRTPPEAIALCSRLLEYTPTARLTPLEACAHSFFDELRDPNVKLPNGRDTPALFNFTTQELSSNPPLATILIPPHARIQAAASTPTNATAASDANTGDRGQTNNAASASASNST
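Test system: GST-tagged human GSK3beta kinase, cell-free; evaluation: activity score scaled between in-plate DMSO and GW8510 controls; measured by: ADP-Glo luminescence; incubation: 60 min reaction, RT; benchmarks: DMSO and 20 µM GW8510; reagent: peptide substrate plus 25 µM ATP (final); medium: Tris/MgCl2 kinase buffer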
HSF-1 act: HSF-1 activators, primary screen, NIH3T3-HGL cells, MG132 stress, luminescence, single point; activation, % at 9 µM; AID 504408, 2011; 300,000 compounds, 1.7% hits; NIH3T3-HGL HSF-1 luciferase reporter, 8 h; 100% = twice DMSO control signal;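 active = mean replicate activation of at least 50% with a set share of replicates each reaching 50%; inconclusive = only one of those two conditions met; inactive = mean below 50% and too few replicates reaching it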;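 also: 0% = median of the neutral control wells and 100% = twice that signal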
IEC-6 tox: cytotoxicity in IEC-6 intestinal epithelial cells, primary screen, cytotoxicity control for KLF5 inhibitor project, cell-based, luminescence. 290,000 compounds, 0.78% hits. AID 1825, 2009. inhibition, % at 5 µM. IEC-6 cytotoxicity, luminescence viability; in the data active = inhibition above about 22%;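 also: 0% = plate median of test compound wells and 100% = cytotoxic reference compound wells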
aSyn UTR inh: MLPCN primary screen, SNCA 5' untranslated region; alpha-synuclein 5'UTR reporter, inhibitor activity; inhibition, % (tested at 7.5 µM); 300,000 compounds, 0.82% hits; in the data active = inhibition above about 60%; inconclusive = no clear call, values can overlap the other calls;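 also: H4 neuroglioblastoma cells stably carrying SNCA 5'UTR luciferase fusion; 0% = DMSO wells and 100% = positive control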
HSP90 refold inh: HSP90 inhibitors, primary screen, cell lysate, luminescence; inhibition, % at 5.6 µM; 290,000 compounds, 0.91% hits; Rabbit reticulocyte lysate, luciferase refolding luminescence, 3 h;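 active = inhibition above the screen-wide mean plus 3 SD, computed separately per campaign, cut at about 16% in these data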;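 also: 0% = DMSO wells and 100% = 60 µM geldanamycin wells; inhibitors lower the luminescence because luciferase stays unfolded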
GSK3A inh: blockers of GSK3A enzyme activity – biochemical, luminescence, cell-free homogeneous, HTS, primary screen; 320,000 compounds, 0.1% hits; inhibition, % at 10 µM; GSK-3 alpha kinase, ADP-Glo luminescence, 60 min; Glycogen synthase kinase-3 alpha (Homo sapiens), P49840; AID 2650, 2010;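 in the data active = inhibition above about 50%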;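 also: GST-tagged GSK-3 alpha with peptide substrate and 25 µM ATP; 0% = DMSO neutral wells and 100% = GW8510 positive control wells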
Target sequence (P49840 whole entry, looked up): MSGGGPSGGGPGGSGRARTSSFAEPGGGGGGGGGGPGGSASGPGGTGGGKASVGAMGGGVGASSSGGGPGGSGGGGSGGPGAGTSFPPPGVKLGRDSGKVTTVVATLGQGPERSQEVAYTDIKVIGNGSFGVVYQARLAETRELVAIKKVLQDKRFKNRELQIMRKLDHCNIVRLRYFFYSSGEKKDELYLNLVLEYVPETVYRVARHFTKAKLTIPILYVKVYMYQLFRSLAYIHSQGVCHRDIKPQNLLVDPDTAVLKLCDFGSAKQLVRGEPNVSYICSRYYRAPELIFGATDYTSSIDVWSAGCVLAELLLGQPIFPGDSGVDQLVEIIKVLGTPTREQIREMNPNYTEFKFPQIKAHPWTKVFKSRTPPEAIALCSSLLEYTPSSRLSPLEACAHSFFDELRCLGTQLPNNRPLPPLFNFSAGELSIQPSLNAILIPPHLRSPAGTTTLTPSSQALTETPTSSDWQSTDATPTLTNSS
Dyrk1A ADPGlo: rat Dyrk1A kinase inhibitors, primary screen, biochemical, single point, plate reader; 310,000 compounds, 0.43% hits; AID 504441, 2011; inhibition, % at 12.5 µM; Dual specificity tyrosine-phosphorylation-regulated kinase 1A (Rattus norvegicus), Q63470; ADP-Glo luminescence, NFATc1 peptide; in the data active = inhibition above about 50%;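 also: plate controls were vehicle with enzyme for no effect and no enzyme for full effect; many of its hits are not listed in these tables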
KLF5 inh: KLF5 expression inhibitors, primary screen, DLD-1 cells, luminescence; inhibition, % at 5 µM; DLD-1 KLF5 promoter-luciferase reporter; 290,000 compounds, 0.23% hits;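 active = inhibition above a per-plate limit of that plate's mean compound inhibition plus 3 SD, cut at about 60% in these data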;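 also: 0% = DMSO wells and 100% = LY294002 at 200 µM; higher means less KLF5 promoter-driven luciferase light; inactives centre near -14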
* marks the source's active call; other numbers are inactive results; u = inconclusive; x = no result given. A portion of the library; rates above refer to the full screens.

SMILES	HSF1 inh	Platelet DG rel	GSK3B inh	HSF-1 act	IEC-6 tox	aSyn UTR inh	HSP90 refold inh	GSK3A inh	Dyrk1A ADPGlo	KLF5 inh
NC(=O)c1cc(-c2csc(NCCc3ccccc3)n2)ccc1O	-6	10	-1	-8	-1	-13	2	-2	1	8
CCCOc1ccc(OCCn2nc(C(=O)O)c3ccccc3c2=O)cc1	-13	-76	-2	-2	7	-13	1	-2	x	2
COc1ccc(NCc2nnc(SCC(=O)NCc3ccco3)n2-c2ccccc2OC)cc1	-14	-2	-2	-22	4	5	1	0	-1	11
CCC1=C(OC(=O)N(CC)CC)N2C(=O)OC(=NCCc3c[nH]c4ccccc34)[C@]2(Cc2ccccc2)[C@H]2C1=CC[C@H]1C(=O)N(CC)C(=O)[C@H]12	-1	2	2	-2	x	18	x	2	2	x
COCCN(C(=S)Nc1c(C)cccc1C)C(C)c1cccnc1 (centres undefined)	-52*	-6	4	-62	6	6	0	0	-7	-33
COC(=O)COc1ccc2c(-c3cccc([N+](=O)[O-])c3)cc(=O)oc2c1	2	-6	2	1	-10	0	-2	x	1	-25
CCOC(=O)N1CCC(NC(=O)Cn2ncc3c4ccccc4n(C)c3c2=O)CC1	0	0	1	4	2	9	-2	x	4	-26
CCOc1ccc(C(=O)Nc2ccccc2N2CCN(C(=O)c3ccccc3)CC2)cc1[N+](=O)[O-]	0	24	-23	13	-1	34	8	0	-1	-25
Cc1cc(C(=O)COC(=O)c2ccc[nH]c2=O)c(C)n1-c1ccc(Br)cc1	15	4	0	6	7	-58	0	-1	-4	-79
CN(Cc1cnccn1)C(=O)CC1C(=O)NCCN1Cc1cccc(Oc2ccccc2)c1 (centres undefined)	-5	u	1	-9	6	14	4	-2	3	-25
O=C(Nc1cccc(O)c1)c1ccc(C(=O)c2ccccc2)o1	23	1	-3	18	-2	-120	1	6	5	-5
CC1(NC(=O)CCc2nc3sc4c(c3c(=O)[nH]2)CCCC4)CCS(=O)(=O)C1 (centres undefined)	3	-8	1	7	x	-8	x	0	12	x
CC(=O)N1CCN(c2ccc(NC(=O)c3cccc(Cl)c3)cc2)CC1	9	4	x	39	-1	-122	-4	-1	-2	-94
O=C1c2ccccc2NC(c2cccc(O)c2)N1NS(=O)(=O)c1ccccc1 (centres undefined)	0	2	0	8	-3	9	-3	2	20	-10
O=C(NCCc1ccc(F)cc1)c1ccc(NS(=O)(=O)c2ccc3[nH]c(=O)[nH]c3c2)cc1	-2	-7	x	8	x	-14	x	0	11	x
O=C(N/N=C\c1ccccc1OCc1ccccc1)c1ccco1	x	3	-1	x	-2	-6	-1	2	5	-10
Cc1ccc2c(c1)c1n[nH]c(=S)nc1n2CCc1ccccc1	-3	4	-1	28	16	3	2	-1	2	-46
COc1ccccc1Cn1c(=S)[nH]c2cc(C(=O)N3CCN(c4ccccc4OC)CC3)ccc2c1=O	-4	10	4	1	6	8	-1	-2	-6	-8
O=C(COc1ccc(Cl)cc1Cl)NC(=O)N1CCOCC1	25	-6	1	28	-6	-6	0	-3	x	-74
CCCc1ccc(-c2cc(C(=O)N/N=C/c3ccc([N+](=O)[O-])o3)c3ccccc3n2)cc1	-10	11	-3	-31	0	-75	14	0	2	-104
CC(C)CC(=O)Nc1cc2c3c(c1)CCN3C(=O)CC2	-3	2	1	-11	4	-9	8	11	-4	-2
COc1ccc(NC(=O)c2cc3c(s2)CCC(C)C3)cc1S(=O)(=O)N1CCOCC1 (centres undefined)	0	-3	-1	-16	1	-20	-6	0	-1	-24
Cc1ccc(SCCNC(=O)/C=C/c2ccc(Cl)cc2)cc1	-3	2	-3	-4	-5	-2	-1	2	-3	-22
CN1CCN(C(c2cccc(C(F)(F)F)c2)c2nnnn2C(C)(C)C)CC1 (centres undefined)	1	3	3	7	3	-32	-1	-2	9	-11
CCOc1ccc(NC(=O)CN(C)C(=O)c2cc([N+](=O)[O-])ccc2N2CCOCC2)cc1OCC	-4	5	1	-4	x	8	x	-1	10	x
CCOC(=O)C1(C)NC(c2ccc(O)cc2)C2C(=O)N(c3ccccc3)C(=O)C21 (centres undefined)	-54*	-10	-3	-65	0	17	0	-2	7	-15
Cn1c(=O)c2c(nc(-n3ccnc3)n2Cc2ccc([N+](=O)[O-])cc2)n(C)c1=O	0	6	1	9	-3	9	-2	-2	-9	-11
COc1nc(Nc2ccccc2)nc(OC)n1	1	9	2	7	x	23	x	-2	0	x
Cc1nnc(SCCC(=O)Nc2ccc(Cl)cc2)o1	-4	12	-2	-3	3	-1	0	-1	5	-42
CCOC(=O)c1cc(C(=O)c2cc(Cl)ccc2O)coc1=N	-10	9	-2	-9	-1	3	-1	-2	-2	-12
CC(=O)c1c(C)[nH]c(C(=O)CSc2nnc(C)s2)c1C	12	1	1	9	3	-110	2	1	x	-68
Cc1ccc(S(=O)(=O)c2cn(C)c3cc(N4CCN(C)CC4)c(F)cc3c2=O)c(C)c1	3	-12	-2	24	-1	27	-2	-2	x	-21
Cc1ccc(NC(=O)C2=CC(c3cccs3)=NS(=O)(=O)N2C)cc1	-11	22	-2	-19	1	3	-2	-2	20	-18
O=C(CN1CCN(Cc2ccc3c(c2)OCO3)CC1)Nc1cc(S(=O)(=O)N2CCCC2)ccc1Cl	-10	0	-2	1	2	-32	2	-2	-5	5
CCCCc1c(O)nc2ccccn2c1=O	-2	-10	2	-1	-5	-18	0	-1	-2	-12
O=C(NC1CCCC1)c1ccc(COc2ccccc2Br)o1	6	-1	0	7	-2	-13	3	-1	-3	1
COC(=O)c1cn(N(C)c2ncc(C(F)(F)F)cc2Cl)c(=O)c2ccccc12	1	-1	-3	4	-1	3	3	-2	6	-19
CCCc1cc(=O)[nH]c(SCC(=O)OCc2ccccc2)n1	3	2	0	13	-4	14	0	5	1	-32
COc1ccc(OC)c(NC(=O)CCNS(=O)(=O)c2cccs2)c1	-5	0	2	-7	2	7	4	-1	7	22
CC(=O)c1c(O)cc(C)n(Nc2nc(C)cc(C)n2)c1=O	3	11	2	-1	3	-11	-2	0	-3	-9
CC(=O)Nc1ccc(OCC(O)Cn2ccnc2)cc1 (centres undefined)	-2	-6	1	1	4	-25	-3	6	-2	-7
COCCNC(=O)/C(C#N)=C/C=C/c1ccccc1	2	-2	1	8	-6	-59	-1	-1	7	-18
COc1ccc(OCC(=O)N2CCN(C(=O)c3cccc(F)c3)CC2)cc1	-3	18	6	-4	3	0	3	-3	3	2
CC1CC(=O)c2cnc(NCc3ccco3)nc2C1 (centres undefined)	-1	-3	3	-16	0	-17	-3	-1	-3	-17
O=C(CCCN1C(=O)/C(=C/c2ccccc2Cl)SC1=S)NNC(=O)c1cccnc1	-8	-5	-2	-2	0	20	5	-1	0	-5
COC(=O)c1c(NC(=O)CSc2ncn[nH]2)sc(C)c1C	-5	-12	-3	-3	x	-10	x	-2	x	x
CCOC(=O)c1c(C)[nH]c(C(=O)CN2C(=O)NC(C)(c3ccc4ccccc4c3)C2=O)c1C (centres undefined)	10	4	2	29	5	15	5	-2	-3	-21
CCC(=O)N1c2ccc(S(=O)(=O)CCC(=O)N3CCN(c4ccccc4F)CC3)cc2CC1C (centres undefined)	-3	u	-2	-3	-4	15	3	2	-2	-2
Cc1ccc(CCNC(=O)Cc2ccc(NC3=NC4CS(=O)(=O)CC4S3)cc2)cc1 (centres undefined)	-38	-5	2	-53	-8	-11	-3	-1	4	6
O=C(/C=C/c1c(Cl)cccc1Cl)N1CCOCC1	-1	6	0	-2	-6	-40	-8	-2	x	-34
Cc1onc(-c2ccccc2)c1C(=O)Nc1ccc(S(=O)(=O)N2CCCC2)cc1	0	-11	1	4	10	20	6	0	x	1
COc1ccc(OC)c(NC(=O)CN(Cc2ccccc2)S(C)(=O)=O)c1	8	-5	1	7	10	-6	3	-3	14	7
CC(C)C(C)NC(=O)CN1C(=O)NC2(CCc3ccccc32)C1=O (centres undefined)	-2	-3	2	-6	-3	21	-1	2	1	-1
O=c1c2ccccc2nc(/C=C/c2cccnc2)n1Cc1ccccc1	4	0	1	7	2	8	4	x	-3	-15
O=c1[nH]cnc2c([N+](=O)[O-])cccc12	1	1	2	-1	-3	5	1	6	23	-24
CCOC(=O)c1c(NC(=O)OC)sc(C(=O)N(CC)CC)c1C	-72*	x	2	-78	-2	19	4	1	-4	-3
O=C(CCNC(=O)c1ccc(Cl)cc1)Nc1ccccc1N1CCCCC1	11	0	4	6	x	-9	x	1	-3	x
Cc1ccc(C(=O)NCc2ccco2)cc1	0	-15	1	7	6	-27	2	3	-2	-50
COc1ccc2nc(/N=C(\N)NC(=O)N3c4ccccc4Sc4ccccc43)nc(C)c2c1	5	-11	1	-2	-6	23	-1	-1	-13	-48
O=C(CN1CCN(Cc2ccc(Cl)cc2)CC1)N1CCc2ccccc21	5	-16	4	0	2	11	-1	-2	-7	-33

One compound at a time, as listed above. Order of values: HSF1 inh | Platelet DG rel | GSK3B inh | HSF-1 act | IEC-6 tox | aSyn UTR inh | HSP90 refold inh | GSK3A inh | Dyrk1A ADPGlo | KLF5 inh
Cc1onc(-c2ccccc2)c1C(=O)Nc1ccc(S(=O)(=O)N2CCCC2)cc1 is entered as 0 | -11 | 1 | 4 | 10 | 20 | 6 | 0 | x | 1
O=c1[nH]cnc2c([N+](=O)[O-])cccc12 is entered as 1 | 1 | 2 | -1 | -3 | 5 | 1 | 6 | 23 | -24

(continued)
SMILES	HSF1 inh	Platelet DG rel	GSK3B inh	HSF-1 act	IEC-6 tox	aSyn UTR inh	HSP90 refold inh	GSK3A inh	Dyrk1A ADPGlo	KLF5 inh
Cc1c(N=C/C=C2\N(C)c3ccccc3C2(C)C)c(=O)n(-c2ccccc2)n1C	5	1	-4	41	2	-30	-2	-1	-3	-4
CCOC(=O)c1ccc(NC(=O)c2sc3nc4n(c(=O)c3c2C)CCC4)cc1	-5	-2	3	3	-4	-1	-3	0	1	-19
CCCCCOc1ccc(NS(C)(=O)=O)cc1	9	-1	1	16	4	-44	0	0	1	-37
COc1ccc(-c2nc3ccccc3n2Cc2ccc(C)cc2)cc1	11	2	1	34	7	-47	5	-1	-3	-18
CC(Oc1ccc(Cl)cc1Cl)C(=O)NNC(=O)c1ccncc1 (centres undefined)	-4	16	3	-20	x	6	x	-1	7	x
Cc1cccc(C(=O)NCC(=O)OCc2cc(=O)n3ccsc3n2)c1	2	9	-1	1	x	-1	x	-2	11	x
CCOC(=O)c1sc2nc(C)nc(NCc3ccc(Cl)cc3)c2c1C	16	9	1	40	3	-5	8	0	-3	9

Compound activity (PubChem)
